CCHFV vOTU inh – CCHFV vOTU protease inhibitors, primary screen, biochemical, Pep-AMC substrate, fluorescence. inhibition, % at 11.5 µM. AID 651958, 2012. hit rate 0.55% among 370,000. Crimean-Congo hemorrhagic fever virus L polyprotein viral ovarian tumor (vOTU) protease …; in the data active means inhibition above about 30%; further: 0% = vehicle wells with enzyme and 100% = no enzyme wells
Anthrax LF inh2 – Bacillus anthracis LF protease inhibitors, primary screen, biochemical, multiplex microsphere, MLPCN library; inhibition, % at 10 µM; multiplex microsphere protease cleavage assay; hit rate 0.12% among 360,000; further: plate controls were buffer without enzyme for full effect and enzyme alone for no effect
BoNT F protease – BoNT/F light chain protease inhibitors, primary screen, biochemical, flow cytometry, MLPCN library; hit rate 0.22% among 360,000; AID 588497, 2011; Multiplex microsphere protease cleavage assay; inhibition, % at 10 µM; in the data active means inhibition above about 35%, passing the limit was not always enough; inconclusive means no clear call, values can overlap the other calls; further: plate controls were buffer without enzyme for full effect and enzyme alone for no effect
PrPC surface inh – inhibitors of human cell surface prion protein PrPC, primary screen, cell-based, TR-FRET; TR-FRET read-out; inhibition, % at 13.8 µM; Major prion protein (Homo sapiens), P04156; hit rate 0.43% among 370,000; AID 720596, 2013; in the data active means inhibition above about 24%; further: 0% = median of the test wells and 100% = reference compound wells
Rv3671c inh – Rv3671c serine protease inhibitors, primary screen, biochemical, fluorescence polarization, M. tuberculosis H37Rv. P9WHR9. inhibition, % at 5.96 µM. hit rate 0.048% among 320,000; in the data active means inhibition above about 38%;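 further: extracellular domain of Rv3671c used as enzyme; 0% = enzyme with DMSO and 100% = no enzyme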
Target sequence (P9WHR9 whole entry, looked up, the tested form may be a part): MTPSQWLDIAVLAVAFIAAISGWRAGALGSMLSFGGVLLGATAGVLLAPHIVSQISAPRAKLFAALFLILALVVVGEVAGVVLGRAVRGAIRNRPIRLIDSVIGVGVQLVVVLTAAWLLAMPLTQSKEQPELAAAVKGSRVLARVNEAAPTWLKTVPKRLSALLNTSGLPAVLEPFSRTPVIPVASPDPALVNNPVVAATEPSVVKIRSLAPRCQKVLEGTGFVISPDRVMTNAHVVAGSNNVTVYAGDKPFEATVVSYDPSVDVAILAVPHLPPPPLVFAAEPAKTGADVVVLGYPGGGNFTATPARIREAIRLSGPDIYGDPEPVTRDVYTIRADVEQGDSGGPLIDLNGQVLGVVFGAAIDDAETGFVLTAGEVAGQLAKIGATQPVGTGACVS
SSB-PriA inh – inhibitors of Klebsiella pneumoniae PriA binding to SSB C-terminal tail, primary screen, biochemical, AlphaScreen; PriA–SSB C-terminal tail interaction (Klebsiella pneumoniae); AlphaScreen SSBct-PriA binding, biotinylated peptide; inhibition, % at 33 µM; hit rate 0.6% among 430,000; AID 1272365, 2023; in the data active means inhibition mostly above about 37%, no sharp cut-off; inactive means mostly below about 20%;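 further: plate controls were negative control peptide for no effect and reference peptide for full effect; strong numbers were not always called active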
MazF activator – activators of E. coli MazEF toxin-antitoxin RNase, primary screen, biochemical, fluorescence, uHTS; Endoribonuclease toxin MazF (Escherichia coli (strain K12)), P0AE70; FAM/BHQ RNA-DNA oligo cleavage fluorescence, 5 h; activation, % at 20 µM; hit rate 0.32% among 350,000; AID 504720, 2011; in the data active means activation above about 50%
Target sequence (P0AE70 whole entry, looked up): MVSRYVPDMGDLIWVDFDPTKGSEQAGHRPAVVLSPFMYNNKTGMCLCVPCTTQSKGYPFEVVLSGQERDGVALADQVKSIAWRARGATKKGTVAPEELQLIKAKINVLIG
DUSP3 inh – VHR1 phosphatase inhibitors, primary screen, biochemical, absorbance, uHTS; Dual specificity protein phosphatase 3 (Homo sapiens), P51452; recombinant VHR phosphatase, pNPP absorbance; inhibition, % at 13.3 µM; hit rate 0.52% among 290,000; AID 1654, 2009; in the data active means inhibition above about 50%; further: some compounds called inactive have numbers as strong as hits
Target sequence (P51452 whole entry, looked up): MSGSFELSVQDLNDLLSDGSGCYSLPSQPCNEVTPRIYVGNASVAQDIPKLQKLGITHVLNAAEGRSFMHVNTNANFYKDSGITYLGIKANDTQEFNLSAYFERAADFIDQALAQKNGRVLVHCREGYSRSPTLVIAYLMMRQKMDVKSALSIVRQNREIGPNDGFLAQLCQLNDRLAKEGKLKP
3CLpro inhibitor – SARS-CoV 3CLpro protease inhibitors, primary screen, biochemical, quenched FRET | Replicase polyprotein 1ab (Severe acute respiratory syndrome coronavirus), P0C6X7 | recombinant SARS-CoV 3CLpro, quenched FRET peptide cleavage | inhibition, % at 6 µM | hit rate 0.14% among 290,000 | AID 1706, 2009; in the data active means inhibition above about 12%
BoNT-A LC inh2 – BoNT/A light chain protease inhibitors, primary screen, biochemical, flow cytometry, MLPCN library; Botulinum neurotoxin type A light chain protease (Clostridium botulinum A str. ATCC 3502); multiplex microsphere protease substrate cleavage; inhibition, % at 10 µM; hit rate 0.17% among 360,000; AID 588499, 2011; further: plate controls were buffer without enzyme for full effect and enzyme alone for no effect
* marks the source's active call; other numbers are inactive results; ? = inconclusive; nt = not tested or not shown; & = joins results of further samples. Unless noted, no stated cut-off is given here; in the data, active means inhibition above about 30%; inconclusive means no clear call, values can overlap the other calls; inactive means below that. An excerpt. The share of hits here may be higher or lower than overall.

canonical_smiles,CCHFV vOTU inh,Anthrax LF inh2,BoNT F protease,PrPC surface inh,Rv3671c inh,SSB-PriA inh,MazF activator,DUSP3 inh,3CLpro inhibitor,BoNT-A LC inh2
NC(=O)c1ccccc1NS(=O)(=O)c1cccs1,2,-2,8,5,-2,1,2,0,-3,1.8
Cc1cccc(-n2cnc3cc([N+](=O)[O-])ccc32)c1,-2,-1,7,-22,-5,-14,-1,-2,-2,1.7
COc1ccc2nc(N/C(N)=N/S(C)(=O)=O)nc(C)c2c1,-32,-4,-1,-4,-1,nt,1,8,2,-1.0
O=C(COc1ccc2c(-c3ccccc3)cc(=O)oc2c1)N1C[C@H]2C[C@@H](C1)c1cccc(=O)n1C2,2,2,-9,-10,nt,nt,nt,nt,nt,-0.1
Cc1nc([N+](=O)[O-])c(Sc2nc3ccc([N+](=O)[O-])cc3[nH]2)n1Cc1ccccc1,-10,-1,3,1,-3,-13,0,-15,5,0.9
COc1ccc(/C=C(/NC(=O)c2ccccc2)C(=O)N2CCCC2)cc1OC,11,-3,-5,-3,-8,-2,2,26,0,0.2
O=C(CC1CCCC1)Nc1cc(S(=O)(=O)N2CCOCC2)ccc1O,-1,0,1,8,-12,-8,2,nt,nt,1.6
Cc1cn2c(nc1=O)OC1C(O)C(COC(=O)c3ccccc3)OC12 (configuration not stated),-11,-10,-19,7,5,-15,-1,-16,-5,-2.5
CC1c2cc3c(cc2CCN1C(=O)c1ccc(C(F)(F)F)cc1)OCCCO3 (configuration not stated),21,-3,1,2,6,-6,-3,40,0,1.3
Cc1cc(C)cc(NC(=O)C(OC(=O)c2ccc(O)cc2)c2ccccc2)c1 (configuration not stated),-3,nt,nt,4,-74,-3,1,nt,nt,nt
NS(=O)(=O)c1ccc(CCNC(=O)Cc2c[nH]c3ccccc23)cc1,-4,2,20,1,3,-2,10,-7,-6,2.2
CC1(N=Cc2cc(Cl)ccc2O)COP(=O)(NC2CCCC2)OC1 (configuration not stated),-14,-3,-1,-11,nt,-9,10,nt,nt,0.1
COC(=O)c1ccc(CSc2nc3c(c(=O)n2-c2ccc(F)cc2)SCC3)o1,4,-5,1,-1,-5,9&10,1,14,3,-0.3
Cc1cc(Cl)ccc1OCCCC(=O)NNC(=O)c1ccncc1,10,2,-1,-2,6,-4,-1,nt,nt,-0.1
N#CCCN1CCN(S(=O)(=O)c2ccc(S(=O)(=O)N3CCOCC3)cc2)CC1,-9,-3,-4,4,3,-5,6,-19,-1,-0.2
CCN1CCN(Cc2ccc(NC(=O)Nc3ccc(SC)cc3)cc2)CC1,1,-7,-17,4,4,17,14,1,0,-1.1
COC(=O)[C@@H]1CCCN1Cc1nc(Cc2ccccc2F)no1,-5,-3,-3,5,2,-5,5,8,0,-1.1
COc1ccc(CN(CC2CCCO2)S(=O)(=O)c2ccc(-n3cnnn3)c(OC)c2)cc1 (configuration not stated),-4,-1,-5,-11,4,-6,-6,15,3,0.1
COc1cccc(C=NNc2nnc(NN=Cc3cccc(OC)c3OC)c3ccccc23)c1OC,2,-2,-10,-8,nt,13,-36,nt,nt,-0.1
Cc1ccccc1CSc1nnc(C)n1N,-8,-3,-8,3,-1,-11,6,18,3,-1.7
CCN(CC)C(=O)C(=O)c1cn(CC(=O)NCc2ccc3c(c2)OCO3)c2ccccc12,6,4,-2,-8,-1,-1,-5,22,-5,0.3
COc1ccc(NC(=O)Cn2ccc3c(OC)cccc3c2=O)cc1,9,-5,4,0,-6,-5,-2,21,-2,-0.3
CC(=O)c1ccc(N2CCN(S(=O)(=O)c3csc(C(N)=O)c3)CC2)cc1,-2,-1,4,1,0,1,2,-14,2,0.0
CC(C)(C)c1ccc(C(=O)Nn2cnnc2)cc1,4,-4,25,2,-1,-5,6,-1,1,-3.6

Exported with values under each structure: entries from further up.
Values in the order: CCHFV vOTU inh, Anthrax LF inh2, BoNT F protease, PrPC surface inh, Rv3671c inh, SSB-PriA inh, MazF activator, DUSP3 inh, 3CLpro inhibitor, BoNT-A LC inh2
COC(=O)[C@@H]1CCCN1Cc1nc(Cc2ccccc2F)no1
  -5, -3, -3, 5, 2, -5, 5, 8, 0, -1.1
COc1ccc(CN(CC2CCCO2)S(=O)(=O)c2ccc(-n3cnnn3)c(OC)c2)cc1 (configuration not stated)
  -4, -1, -5, -11, 4, -6, -6, 15, 3, 0.1

(more compounds)
canonical_smiles,CCHFV vOTU inh,Anthrax LF inh2,BoNT F protease,PrPC surface inh,Rv3671c inh,SSB-PriA inh,MazF activator,DUSP3 inh,3CLpro inhibitor,BoNT-A LC inh2
CC1CCCN(C(=O)CCNS(=O)(=O)c2ccc(Br)cc2)C1 (configuration not stated),7,nt,nt,8,0,-2,-4,nt,nt,nt
Cc1ccc(CC2CC(=O)N(CCc3ccc4c(c3)OCO4)C2=O)cc1 (configuration not stated),4,2,0,7,-3,-15,-3,7,7,-0.2
C=CCCCCCCCCC(=O)Nc1ncccn1,2,-8,-4,-1,7,4,-4,13,-3,-1.3
CS(=O)(=O)N1CCCC(C(=O)N2CCOCC2)C1 (configuration not stated),5,-1,9,6,-2,4,8,-9,0,1.3
CCc1nnc(NC(=O)CSc2ccc(-c3ccc(C)cc3)nn2)s1,-3,0,-2,-3,-15,6,13,10,2,-0.4
O=[N+]([O-])c1ccc(S(=O)(=O)Nc2ccc(-c3ccc(N4CCCC4)nn3)cc2)cc1,0,-1,-14,-30,12,-3,-2,nt,nt,0.2
O=C(Nc1ccc2ccccc2c1)c1ccccc1Cl,9,-1,-2,-2,nt,nt,4,nt,nt,-0.3
CCSc1ncc(C#N)c(N)n1,8,-2,-33,9,0,3,-6,-20,-4,-2.1
C=CCOc1c(Br)cc(C2C3=C(CCCC3=O)N(C)C3=C2C(=O)CCC3)cc1OCC,-78,-2,4,-11,-17,-25,-1,15,3,0.6
CCn1ncc(/C=N/N=C2\CCC3C4CCc5cc(O)ccc5C4CCC23C)c1C (configuration not stated),1,-4,-20,3,-5,nt,-7,-2,-2,0.5
Cc1ccc(CN2CC(N3CCN(C)CC3)CS2(=O)=O)cc1 (configuration not stated),-7,-11,-10,2,nt,nt,nt,nt,nt,-1.2
Cc1ccc(C(=O)NCc2cccnc2)cc1S(=O)(=O)Nc1ccccc1,-13,0,-5,3,4,-1,1,8,1,0.1
CC(N=c1ccccn1C(=O)Nc1ccc(Cl)cc1)c1ccco1 (configuration not stated),nt,nt,nt,nt,10,-1,6,32,1,nt
Cc1cc(C(=O)Nc2ccc3c(c2)OCCO3)ccc1[N+](=O)[O-],3,-1,?,4,3,-5,-7,18,-4,-1.0
CCOC(=O)N1CCN(C(=O)COC(=O)c2ccc(O)cc2O)CC1,8,-3,-9,0,11,-6,0,22,-9,-1.1
O=C(Nc1nc2ccccc2[nH]1)c1ccccc1[N+](=O)[O-],2,-4,-2,-10,3,0,7,-5,6,-0.4
COc1cccc(C(O)c2nc(/C=C/c3ccc(C(F)(F)F)cc3)cs2)c1 (configuration not stated),18,0,2,0,nt,nt,nt,nt,nt,0.3
CCCCC(=O)Nc1cccc2c1C(=O)N(c1ccccc1)C2=O,9,-2,5,-6,1,-37,-3,10,-4,-0.9
CC(C(=O)N1CCOCCOCCOCC1)N1C(=O)c2ccccc2C1=O (configuration not stated),5,3,-5,-6,-8,-1,0,23,-3,0.2
O=C(O)c1ccc(NS(=O)(=O)c2ccc3nnn(O)c3c2)cc1,-1,-3,-6,-2,-7,8,-1,6,0,-0.7
CCOC(=O)C1C(C(=O)OC)=C(c2ccc(OC)cc2)c2ccc(OC)cc2N1S(=O)(=O)C(F)(F)F (configuration not stated),nt,-5,-9,nt,nt,-3,-4,nt,nt,-0.7
O=C(CN1CCN(C(=O)c2cccs2)CC1)NC1CCCCC1,1,1,12,4,-2,6,-1,13,1,0.5
CC(C)c1cc(NCC2CCCO2)n2c(nc3ccccc32)c1C#N (configuration not stated),-194,-6,-15,1,-2,28,-3,15,6,0.5
COC1(OC)C(/C=C/c2ccc(Cl)cc2)C(C#N)(C#N)C1(OC)OC (configuration not stated),-2,3,-7,-4,0,nt,1,8,1,0.0
COc1ccc(SCCN2CC[C@@H](C(C)(C)C)CCC2=O)cc1,7,-1,-2,2,12,-6,-4,nt,nt,0.2
CCOc1cc(C)c(Cl)cc1S(=O)(=O)N(CC)CC,8,-3,19,1,-2,-10,2,12,-5,0.6
COc1ccc(C(=O)CN2C3=NCCCN3c3ccccc32)cc1OC,-2,0,3,-1,-10,-2,6,-8,0,0.1
O=C(NCc1ccco1)c1ccc2c(=O)n(CC3CCCO3)c(=S)[nH]c2c1 (configuration not stated),17,-1,-18,12,-14,-2,2,4,1,-0.2
Cc1nc2ccccc2c(=O)n1NC(=O)Nc1ccccc1,4,-4,-17,-2,-1,-9,6,1,4,-1.8
Cn1nc(-c2ccccc2)c(-c2nc(-c3ccc(Cl)cc3)no2)c1Cl,-1,1,-4,-7,4,1,0,33,-4,0.1
CC(C)OP(=O)(OC(C)C)C(Nc1ccccc1)c1cccc([N+](=O)[O-])c1 (configuration not stated),12,?,23,-1,5,-1,6,29,-1,8.6
CCc1cc(C(=O)N2CCCC(CNS(=O)(=O)c3cccs3)C2)n(C)n1 (configuration not stated),-6,-2,-4,0,-3,-4,-2,8,4,0.2
Cc1ccc(S(=O)(=O)NCCOc2cc(C)ccc2C)cc1,30*,3,-4,2,2,-29,-4,-5,1,-1.7
CC1CCCCC1NC(=O)C1CCN(S(=O)(=O)c2cccc3nonc23)CC1 (configuration not stated),17,-2,-12,-1,1,-4,8,2,3,-0.8
CN(CC(=O)NCC1CCCO1)S(=O)(=O)c1cc(Cl)ccc1Cl (configuration not stated),6,-3,-4,-9,0,-2,0,11,-1,1.7
O=C(/C(Br)=C/Nc1cc(Cl)ccc1Cl)C(F)(F)F,-8,1,-2,2,-9,-24,-7,3,-1,0.1
O=C(NCC1CCCO1)c1cc([N+](=O)[O-])ccc1Cl (configuration not stated),12,-1,3,-10,11,-27,7,2,-4,0.2
COc1ccc(C2(c3cccc(O)c3OC)CCN(C(C)=O)CC2)cc1O,-7,-6,-2,3,1,-5,10,nt,nt,-0.2
NC(=O)c1ncn([C@@H]2O[C@H](CNCc3cc(Br)ccc3OCc3ccccc3)[C@@H](O)[C@H]2O)n1,16,-10,-10,4,nt,-1,4,nt,nt,-0.3
Cc1ccc(NC(=S)NCc2ccc3c(c2)OCO3)cc1C,7,0,-2,0,6,4,-1,-8,4,-1.0
CC(C)C[C@@H](CN1CCC[C@@H]1CN1C(=O)C(=O)NC[C@@H]1Cc1ccccc1)N1C[C@H](Cc2ccccc2)N(CC2CCCCCC2)C(=O)C1=O,28,1,-4,9,nt,-8,-3,nt,nt,-0.5
Cc1ccc2oc(=O)n(CCCOc3ccccc3)c2c1,1,2,2,1,2,-33,0,18,5,0.7
COc1ccc(C(CNC(=O)c2cc(S(=O)(=O)N3CCCCC3)ccc2C)N2CCCC2)cc1 (configuration not stated),1,10,45*,-3,nt,6,-15,nt,nt,-4.4

Source: PubChem BioAssay (several laboratories)
